From PubChem BioAssay
Autophagy HCS = alters autophagy in cells; MEF GFP-LC3 puncta imaging; test concentration mostly 10 µM; 190,000 tested, 0.98% active; calls only at 10 µM (by protocol);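 active = percentage of spot-positive cells more than 3 SD above its plate mean, without a fluorescence outlier flag or 80% toxicity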;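 also: spot-positive cell cutoff set from DMSO-treated cells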
Yfh1-depleted yeast = mitochondrial function rescue without frataxin homolog – Friedreich's ataxia, plus single-dose screen, dose response (AID 1465). S. cerevisiae Yfh1-off respiration, WST-1 reduction, 72 h; higher fold induction means a stronger effect. fold induction at 50 µM, or EC50 in µM where a hit was titrated. 220,000 tested, 0.074% active;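 active = fold induction of absorbance versus untreated yeast above a set limit, then at least 30% activation at any dose in follow-up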;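 also: activators that raise dye reduction in frataxin-depleted yeast; strong numbers were not always called active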
Dynein cargo inh = blocks dynein driven cargo transport along microtubules. 3617.4 mouse cells, GR-EGFP nuclear translocation imaging; test concentration mostly 20 µM; stimulated with dexamethasone, 1 µM; active compounds read low. z-score, hits read low. 220,000 tested, 0.47% active. AID 1381;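 active = plate z-score of nuclear minus cytoplasmic receptor signal below a set negative limit, without overly bright fluorescence or cell loss, cut at about -3.5 in these data, passing the limit was not always enough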;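 also: z-score of nuclear minus cytoplasmic ring GR-EGFP intensity difference per well; some compounds called inactive have numbers as strong as hits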
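medium = tetracycline-free induction medium containing charcoal-stripped FBS | also added = 1.0 µM final dexamethasone stimulus | schedule = 48 h induction, 1 h compound, 30 min dex at 37 °C | technique = fixed, Hoechst-stained cells imaged at 10x for EGFP | measure = GR-EGFP nuclear translocation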
MT stabilize HCS = microtubule stabilization, imaging screen | % tubulin-high responders, % at 10 µM | HeLa tubulin immunostaining HCS, 24 h; share of cells brighter than vehicle mean+2SD | 200,000 tested, 0.83% active;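 active = plate Z-score above 3 for both tubulin-high and condensed-nucleus cell shares, with cell loss under 80%, at 10 µM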;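 also: anti alpha tubulin signal scored within the nucleus-defined area of each cell; some results filed as inactive read as strong as hits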
b-catenin transl = alters nuclear translocation of beta-catenin in HeLa cells; 190,000 tested, 0.3% active; nuclear translocation activity, % at 5 µM; immunofluorescence imaging;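 active = nuclear translocation activity above 50% at 5 µM, with a well cell count of 50 or more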;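 also: per-cell ratio of nuclear to cytoplasmic median beta-catenin stain intensity; plate controls were DMSO negative control for no effect and GSK-3 inhibitor IX positive control for full effect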
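Technique: fluorescence imaging of beta-catenin antibody stain plus DAPI / Material: human HeLa cell line / Incubation: compound treatment 24 h, 37°C, 5% CO2 / Read-out basis: % activation of per-cell nuclear versus cytoplasmic median beta-catenin signal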
NOD2 inhibition = NOD2 signaling inhibitors, cell-based, luminescence, uHTS, HEK293 (AID 1566) | inhibition, % at 4 µM, or EC50 in µM where a hit was titrated | HEK293 NOD2/NF-kB luciferase reporter, luminescence; higher % means a stronger effect | 290,000 tested, 0.63% active; in the data active = inhibition above about 50%; also: many of its hits are not listed in these tables
WT yeast gro inh = growth inhibition of WT yeast, mitochondrial fusion screen | mitochondrial fusion phenotypic screen, WT strain | AID 1362 | 190,000 tested, 2.1% active | inhibition, % at 10 µM; in the data active = inhibition above about 58%; tested in S. cerevisiae
Lipid droplet = modulators of hepatic lipid droplet formation; 240,000 tested, 0.4% active; AID 1656; AML12 mouse hepatocytes, oleate lipid droplets, BODIPY imaging; inhibition, % at 6.5 µM;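 active = lipid droplet intensity inhibited by at least 50%, with more than 500 cells counted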
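Material – AML12 mouse liver cells · Also added – oleate loading, 100 µM · Compound dosing – 6.5 µM single-point dosing · Times – overnight treatment with compound plus oleate · Measured by – fluorescence imaging, 20x objective, two fields per well · Read-out – percent inhibition of filter-corrected integrated lipid droplet intensity per well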
Ins promoter up = MIN6 insulin promoter up-regulation | AID 1625 | MIN6 insulin promoter-GFP reporter, high-content imaging; active compounds read high | 190,000 tested, 0.3% active | z-score at 5 µM;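 active = z-score above 3 at 5 µM with at least 500 cells counted in the well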
WT yeast gro inh mutant strain = recorded beside WT yeast gro inh, whose call it bears; inhibition, %; mitochondrial fusion phenotypic screen, mutant strain inhibition
Dynein cargo inh cytoplasmic EGFP = second read-out of Dynein cargo inh, no call of its own (marks repeat the call); z-score; measured here: cytoplasmic GR-EGFP intensity; active compounds read high
Dynein cargo inh nuclear GR-EGFP = recorded beside Dynein cargo inh, whose call it bears; z-score; measured here: nuclear GR-EGFP intensity;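 lower value marks the stronger effect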
Dynein cargo inh cell count = second read-out of Dynein cargo inh, no call of its own (marks repeat the call); z-score; measured here: cell count per field
Ins promoter up cell count = recorded beside Ins promoter up, whose call it bears; cell count; measured here: cytotoxicity, nuclei count;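 total cells summed across four imaged fields per well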
Lipid droplet cells 6.5 µM = further read-out of Lipid droplet, marked with its call; cell count; measured here: cell count, cytotoxicity flag;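 cells counted across two imaged fields per well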
b-catenin transl cell count 5 µM = second read-out of b-catenin transl, no call of its own (marks repeat the call); cell count; measured here: cell count, cytotoxicity flag
MT stabilize HCS Hoechst-high % = second read-out of MT stabilize HCS, no call of its own (marks repeat the call); % Hoechst-high responders; measured here: nuclear condensation Hoechst responders;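 share of cells brighter than vehicle mean plus two SD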
MT stabilize HCS cytotoxicity % = also measured in MT stabilize HCS; calls as there; toxicity, %; measured here: cytotoxicity by cell density;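 0% = mean cell density of plate MIN control wells and 100% = no cells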
Autophagy HCS cell loss 18 h = second read-out of Autophagy HCS, no call of its own (marks repeat the call); toxicity, %; measured here: cell loss, nuclei count;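 cell loss after 18 h compound exposure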
* marks the source's active call; other numbers are inactive results; i = inactive; / = not tested or not shown. Only part of the results is shown (hit frequency here may not be typical).

SMILES	NOD2 inhibition	Yfh1-depleted yeast	Ins promoter up	Dynein cargo inh cytoplasmic EGFP	Lipid droplet cells 6.5 µM	MT stabilize HCS Hoechst-high %	Autophagy HCS	b-catenin transl cell count 5 µM	WT yeast gro inh mutant strain	b-catenin transl	Dynein cargo inh	Lipid droplet	WT yeast gro inh	Ins promoter up cell count	Dynein cargo inh nuclear GR-EGFP	MT stabilize HCS cytotoxicity %	MT stabilize HCS	Dynein cargo inh cell count	Autophagy HCS cell loss 18 h
COc1ccc(C2(CNC(=O)CCC(=O)O)CCCC2)cc1	12.6%	i	0.56	-0.275	731	2.1	i	946	-0.8	0.6	0.0897	0.5	-12.9	1542	0.13	1.5	3.1	-0.204	-3.9
CC(C(=O)N1CCC(C(N)=O)CC1)N(c1ccc(Oc2ccccc2)cc1)S(C)(=O)=O (stereo not drawn)	-0.9%	i	/	-0.209	733	1.5	i	/	-39.8	/	2.17	-1.7	-41.0	/	0.632	0.4	2.8	-0.581	5.0
CN1c2ccccc2C(=O)/C(=C\Nc2ccc(F)cc2F)S1(=O)=O	-13.2%	i	0.42	-0.0904	700	/	/	1414	/	0.0	1.01	2.7	/	1017	0.406	/	/	-0.706	/
Cc1ccccc1-n1c(SCC(=O)c2cc(C)n(C)c2C)nnc1-c1cccnc1	10.9%	i	0.15	-0.447	728	1.9	i	/	-5.0	/	-0.113	-5.6	-26.3	957	-0.335	15.8	0.9	0.616	5.0
Cc1csc(NC(=O)c2c(-c3c(Cl)cccc3Cl)noc2C)n1	-3.3%	i	0.75	-0.123	753	1.1	i	1210	9.1	-4.3	-0.0519	12.4	0.8	936	0.179	9.7	1.7	0.666	-3.4
COC(=O)c1ccccc1NC(=O)CSc1ccccn1	4.2%	i	-0.65	-0.215	/	2.1	i	1026	-5.9	-8.2	-0.209	/	-0.6	1032	0.025	5.2	2.0	0.0246	-4.7
COC(=O)CN(C#N)c1nc(C)cc(C)n1	14.5%	i	0.01	-0.24	705	2.1	i	1016	9.9	1.4	-0.348	1.4	4.6	1617	-0.269	5.6	2.5	0.701	-7.3
CCOc1ccc(/C=N/NC(=O)CN2CCSCC2)cc1	15.0%	i	0.21	-0.285	670	3.2	i	1107	-7.8	-4.6	-0.17	-2.3	-14.9	1523	-0.401	8.2	3.8	0.164	-5.5
CCCCCSc1nnc(N)s1	-39.2%	i	0.26	-0.0914	660	/	/	1261	/	1.6	0.916	5.8	/	987	0.957	/	/	-0.499	/
CCN(CC)C(=S)SCC(=O)c1ccccc1	-97.3%	i	-0.2	-0.209	/	1.3	i	1325	-7.3	1.7	0.0589	/	-5.7	1506	-0.291	2.4	2.6	0.189	15.9
COc1ccc(C2CC(=O)N(C)c3ccccc3S2)cc1OC (stereo not drawn)	-88.2%	i	0.41	-0.106	715	3.3	i	1090	-1.4	-1.6	-0.403	7.0	15.2	1225	-0.606	2.9	1.8	0.921	1.3
O=C(O)C1C2C=CC(CC2)C1C(=O)O (stereo not drawn)	4.9%	i	-0.02	0.0475	/	1.4	i	/	-4.4	/	-0.883	/	-6.5	971	-0.172	7.7	1.5	0.283	-7.8
COC(=O)c1ccc(Oc2nc(N(C)C)nc(N3CCOCC3)n2)cc1	31.2%	i	0.35	-0.0807	/	1.8	i	1375	3.5	-0.2	0.63	/	11.6	1555	0.742	3.6	3.4	-0.854	-4.1
CC(Oc1ccc(Cl)cc1Cl)c1ccn[nH]1 (stereo not drawn)	11.2%	i	-0.46	-0.188	684	2.7	i	1145	23.2	3.0	-0.424	-11.8	4.8	1498	-0.0861	4.3	3.8	0.482	12.2
Cc1cc2cc(CNC(=S)NCc3ccccc3)ccc2n1C	-2.3%	i	0	-0.172	683	3.7	i	1017	-39.3	0.8	0.272	-22.9	24.5	1661	0.0295	10.5	2.8	-0.0243	3.2
CCN1C(=O)C2(C(C#N)=C(N)Oc3cc(C)oc(=O)c32)c2ccccc21 (stereo not drawn)	-13.6%	i	0.96	-0.143	720	0.9	i	1047	-13.6	-1.0	-0.477	-9.2	-24.4	1288	0.0495	6.4	1.5	0.882	-13.1
COc1cccc(-n2ccnc2SCC(=O)Nc2ccccc2F)c1	9.3%	i	-0.15	-0.246	702	/	i	1063	-15.7	-0.5	1.76	-33.9	-14.9	1223	1.23	/	/	-0.736	-11.7
Cc1ccc(NC(=S)NCc2ccc(S(N)(=O)=O)cc2)cc1Cl	11.0%	i	-0.28	-0.338	681	1.4	i	1074	24.6	0.9	-0.34	4.9	6.4	1636	-0.352	4.1	5.0	0.386	6.4
COC(=O)CCC(=O)OC1(C)C(=O)C=C2C=C3CCCN3C=C2C1=O (stereo not drawn)	3.7%	i	0.24	-0.483	705	/	/	1167	/	-0.3	0.727	-9.0	/	830	0.458	/	/	-0.274	/
CC1=NN(C(=O)Cn2nc([N+](=O)[O-])cc2C)C(O)(C(F)(F)F)C1 (stereo not drawn)	8.5%	i	-0.02	-0.227	680	1.3	i	961	3.3	0.6	-0.759	2.9	-13.7	1234	-0.162	4.7	2.3	0.863	-11.5

Whole records, looked up by structure. Order of values: NOD2 inhibition, Yfh1-depleted yeast, Ins promoter up, Dynein cargo inh cytoplasmic EGFP, Lipid droplet cells 6.5 µM, MT stabilize HCS Hoechst-high %, Autophagy HCS, b-catenin transl cell count 5 µM, WT yeast gro inh mutant strain, b-catenin transl, Dynein cargo inh, Lipid droplet, WT yeast gro inh, Ins promoter up cell count, Dynein cargo inh nuclear GR-EGFP, MT stabilize HCS cytotoxicity %, MT stabilize HCS, Dynein cargo inh cell count, Autophagy HCS cell loss 18 h
COC(=O)CCC(=O)OC1(C)C(=O)C=C2C=C3CCCN3C=C2C1=O (stereo not drawn) reads 3.7%, i, 0.24, -0.483, 705, /, /, 1167, /, -0.3, 0.727, -9.0, /, 830, 0.458, /, /, -0.274, /
COc1cccc(-n2ccnc2SCC(=O)Nc2ccccc2F)c1 reads 9.3%, i, -0.15, -0.246, 702, /, i, 1063, -15.7, -0.5, 1.76, -33.9, -14.9, 1223, 1.23, /, /, -0.736, -11.7
CCN1C(=O)C2(C(C#N)=C(N)Oc3cc(C)oc(=O)c32)c2ccccc21 (stereo not drawn) reads -13.6%, i, 0.96, -0.143, 720, 0.9, i, 1047, -13.6, -1.0, -0.477, -9.2, -24.4, 1288, 0.0495, 6.4, 1.5, 0.882, -13.1
COc1ccc(C2CC(=O)N(C)c3ccccc3S2)cc1OC (stereo not drawn) reads -88.2%, i, 0.41, -0.106, 715, 3.3, i, 1090, -1.4, -1.6, -0.403, 7.0, 15.2, 1225, -0.606, 2.9, 1.8, 0.921, 1.3
Cc1cc2cc(CNC(=S)NCc3ccccc3)ccc2n1C reads -2.3%, i, 0, -0.172, 683, 3.7, i, 1017, -39.3, 0.8, 0.272, -22.9, 24.5, 1661, 0.0295, 10.5, 2.8, -0.0243, 3.2

Next section:
SMILES	NOD2 inhibition	Yfh1-depleted yeast	Ins promoter up	Dynein cargo inh cytoplasmic EGFP	Lipid droplet cells 6.5 µM	MT stabilize HCS Hoechst-high %	Autophagy HCS	b-catenin transl cell count 5 µM	WT yeast gro inh mutant strain	b-catenin transl	Dynein cargo inh	Lipid droplet	WT yeast gro inh	Ins promoter up cell count	Dynein cargo inh nuclear GR-EGFP	MT stabilize HCS cytotoxicity %	MT stabilize HCS	Dynein cargo inh cell count	Autophagy HCS cell loss 18 h
C=CCS/C(=N\n1cnc2ccccc2c1=O)N(CC)CC	3.4%	i	0.45	-0.46	840	0.5	i	/	6.5	/	0.0316	-3.3	-1.9	727	-0.0306	5.0	0.6	0.508	0.8
COc1cccc(S(=O)(=O)c2nc(C)c3c(n2)CCC3)c1	-9.1%	i	-0.87	-0.176	702	2.8	i	1369	3.2	0.1	0.352	-19.1	-0.1	1469	0.27	12.1	3.5	-0.611	18.8
CN(C(=O)c1c(Br)cnn1C)C12CC3CC(CC(C3)C1)C2	5.1%	i	-0.07	0.452	679	2.7	i	573	7.5	0.1	0.0356	4.2	13.9	1257	0.359	3.8	2.8	-1.08	11.3
Cc1nn(S(=O)(=O)c2ccccc2)c(C)c1Sc1ccc([N+](=O)[O-])cc1	11.0%	i	0.11	-0.0355	750	2.2	i	1113	-13.7	-0.4	0.501	-0.5	-5.3	1791	0.573	7.5	3.6	-0.724	-20.9
